SR-BI DiI-HDL act: SR-BI HDL lipid transfer activation; CHO ldlA[mSR-BI] cells, DiI-HDL uptake fluorescence, 3 h; 100 = double the neutral-control signal; activation, % at 12.5 µM; 320,000 compounds, 0.096% hits; AID 504775;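 active means mean replicate activation of at least 60% and every replicate at or above 60%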;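 further: 0% = median plate neutral-control signal and 100% = twice that signal; values of inactives mirror those of a sister screen read the other way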
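material = CHO ldlA[mSR-BI] cells | medium = Ham's F12 with 0.5% BSA, HEPES 25 mM, pH 7.4 | reagent = fluorescent DiI-HDL, 10 µg/mL final | compound dosing = single-point compound dose | incubation = 3 h, 37 °C | measured by = bottom-read fluorescence, 550/595 nm | measure = HDL uptake via cellular fluorescence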
SR-BI DiI inh: mouse SR-BI HDL lipid transfer inhibition. inhibition, % at 12.5 µM. Q61009. ldlA[mSR-BI] CHO cells, DiI-HDL uptake fluorescence, 3 h. AID 488896. 320,000 compounds, 0.96% hits;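 active means mean replicate inhibition of at least 70% and a set share of replicates each scoring 70 or more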;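 further: 0% = median of neutral control wells and 100% = median of positive control wells; values of inactives mirror those of a sister screen read the other way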
Target sequence (Q61009 whole entry, looked up): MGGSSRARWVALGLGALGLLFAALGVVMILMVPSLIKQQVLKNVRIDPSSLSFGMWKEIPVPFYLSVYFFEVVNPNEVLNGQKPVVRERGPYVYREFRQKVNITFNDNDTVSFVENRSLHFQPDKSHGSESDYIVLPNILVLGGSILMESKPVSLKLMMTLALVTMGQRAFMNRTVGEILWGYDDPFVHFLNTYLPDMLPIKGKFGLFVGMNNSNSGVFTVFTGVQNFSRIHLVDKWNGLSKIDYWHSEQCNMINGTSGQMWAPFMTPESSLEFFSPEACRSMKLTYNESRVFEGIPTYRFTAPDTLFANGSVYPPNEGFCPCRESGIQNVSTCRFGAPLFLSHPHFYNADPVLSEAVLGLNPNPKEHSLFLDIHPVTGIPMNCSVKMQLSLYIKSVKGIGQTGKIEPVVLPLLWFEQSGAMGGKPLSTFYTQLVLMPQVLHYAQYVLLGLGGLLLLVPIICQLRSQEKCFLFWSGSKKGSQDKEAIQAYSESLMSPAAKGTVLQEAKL
AddAB inh: less growth of phage-infected E. coli with AddAB; E. coli expressing H. pylori AddAB, absorbance growth; inhibition, % at 11.9 µM; 330,000 compounds, 0.29% hits; in the data active means inhibition above about 12%;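 further: 0% = vehicle wells of infected cells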
Ecoli viability: counter-screen for AddAB inhibitors: E. coli growth inhibition. E. coli V3065 growth, OD600 absorbance, 18 h. inhibition, % at 11.9 µM. 330,000 compounds, 0.27% hits. AID 449728;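 active means inhibition above the campaign's mean inhibition across all tested compounds plus 3 SD, cut at about 9.9% in these data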;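 further: uninfected addAB+ strain grown without phage in ampicillin broth; 0% = DMSO wells and 100% = ciprofloxacin 0.95 µg/ml wells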
MITF act: MITF TRPM1 promoter activation in melanoma cells; 300,000 compounds, 0.75% hits; activation, % at 12.5 µM; AID 588334; SK-MEL-5 TRPM1-promoter luciferase, 24 h; % of positive control, neutral wells = 0;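 active means mean activation of at least 80% with every replicate also reaching 80%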;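 further: 0% = neutral control wells and 100% = parthenolide positive control wells; values of inactives mirror those of a sister screen read the other way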
CAL PDZ FP-1: blocks peptide binding to human CAL PDZ domain. Q9HD26. purified CAL PDZ, TMR-peptide fluorescence polarization, 1 h. inhibition, % at 20 µM. 330,000 compounds, 0.02% hits. AID 504414;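 active means highest replicate inhibition of at least 40%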;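 further: plate controls were DMSO neutral control wells for no effect and unlabeled competitor peptide control wells for full effect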
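Material: tagged CAL PDZ protein CerCALP, purified; buffer or medium: sodium phosphate/NaCl buffer pH 7.4 with TCEP, IgG, Thesit; also added: fluorescent TMR peptide probe; schedule: 1 h incubation at room temperature before polarization reading; technique: fluorescence polarization from S- and P-plane intensities, G-factor corrected; control set: unlabelled peptide and DMSO controls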
CAL PDZ FP-2: CAL PDZ (human) peptide binding inhibition. Q9HD26. purified CAL PDZ, TMR-peptide fluorescence polarization, 1 h. inhibition, % at 24.9 µM. 300,000 compounds, 0.92% hits. AID 602252;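 active means mean inhibition of at least 30% with at least half of replicates also reaching 30%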;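 further: 0% = DMSO neutral control and 100% = excess unlabeled competitor peptide PRC23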
phage Ecoli inh: E. coli growth loss with phage present; growth absorbance; inhibition, % at 11.9 µM; 360,000 compounds, 0.26% hits; in the data active means inhibition above about 11%
Wnt bcat act: activators of Wnt/beta-catenin signaling. Wnt/beta-catenin reporter cell assay, activator, plate reader. activation, % at 9.35 µM. 300,000 compounds, 1.2% hits. AID 743398; in the data active means activation above about 30%, passing the limit was not always enough;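 further: 0% = neutral control wells and 100% = positive control wells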
Tat transport: E. coli Tat transport inhibition; E. coli MC4100 TorA-mCherry Tat export, fluorescence; inhibition, % at 10 µM; 340,000 compounds, 0.036% hits;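 active means mean replicate inhibition at least 50% and at least half of replicates individually reaching 50%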;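 further: exported cargo escapes ClpAP degradation while cytoplasmic cargo is degraded and loses fluorescence; 0% = median of neutral control wells and 100% = median of NaSCN control wells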
The depositor's hits bear a star; / = no result given.

SMILES	SR-BI DiI-HDL act	SR-BI DiI inh	AddAB inh	Ecoli viability	MITF act	CAL PDZ FP-1	CAL PDZ FP-2	phage Ecoli inh	Wnt bcat act	Tat transport
COc1ccc(-n2c(C)cc(/C=C3/SC(=O)N(CC(=O)N4CCOCC4)C3=O)c2C)cc1	12	-12	2.3	-0.2	-1	-0.7	/	1.8	-1	-5
O=C(Cn1nnc(-c2ccccc2)n1)NNC(=O)c1cccc([N+](=O)[O-])c1	/	/	1.5	0.9	9	-2.4	-1	0.1	0	9
O=C(N/N=C/c1cc2c(cc1[N+](=O)[O-])OCO2)c1cccnc1	53	-53	1.3	1.8	2	-0.3	0	1.7	2	3
COc1ccc(C(=O)Oc2ccc(/C=N/NC(=O)c3ccccc3OC)cc2[N+](=O)[O-])cc1	-10	10	-1.2	-0.3	-8	0.2	0	3.2	-1	6
CC(C)(C)OC(=O)NCCCC[C@H](NC(=O)c1nc[nH]c1C(=O)N[C@@H](CCCCNC(=O)OC(C)(C)C)C(=O)OC(C)(C)C)C(=O)OC(C)(C)C	60	-60	2.4	0.2	-12	-0.9	-2	3.4	-9	14
CCCc1nc2oc3ccccc3c(=O)c2c(=O)n1-c1ccc(C)cc1	/	/	3.3	3.0	/	/	/	1.2	49*	/
O=C(Oc1ccc2ccccc2c1Cl)N1CCCC1	/	-27	1.8	1.2	68	-1.9	-3	3.3	27	7
CC(C)CNC(=O)COC(=O)CCC(=O)c1ccc(Cl)cc1	26	-26	-0.9	0.6	0	41*	13	0.6	0	2
CCCCN(C(=O)C1CCN(C(=O)c2ccccc2C)CC1)c1c(N)n(CCC)c(=O)[nH]c1=O	-1	1	/	/	2	-0.9	-6	1.5	0	-7
COCCCNC(=O)CNC(=O)c1nn(-c2ccc(OC)cc2OC)c(=O)c2ccccc12	0	0	1.7	0.9	4	1.4	-3	0.9	0	5
O=C(NC1CCCCC1)C(c1ccc(F)cc1)N(Cc1ccco1)C(=O)Cn1nnc2ccccc21 (centres undefined)	6	-6	1.6	-0.1	18	-1.0	/	2.4	/	-5
N#Cc1c(-c2ccccc2)cc(-c2ccccc2)nc1SCCC(=O)O	26	-26	5.7	-1.4	/	-3.8	-9	0.5	0	4
CCOc1ccc(NC(=O)C2Cc3ccccc3CN2S(=O)(=O)CC)cc1 (centres undefined)	5	-5	4.8	0.9	3	-0.2	-2	3.3	1	-10
Cc1ccc([N+](=O)[O-])cc1NC(=O)C[n+]1ccccc1	4	-4	3.4	-0.2	-5	0.3	/	2.4	-1	-4
O=[N+]([O-])c1cccc(/C=C/c2nc(C=Nc3ccc4ccccc4c3)c(O)o2)c1	8	-8	0.4	-1.0	-12	-1.1	/	4.1	/	4
CC(=O)C(Cc1ccccc1)NC(=O)CN(C)Cc1ccccc1Cl (centres undefined)	/	/	3.5	0.2	12	0.0	-3	2.0	0	2
CN(C(=O)COC(=O)c1cc2c(s1)CCCCC2)C1CCS(=O)(=O)C1 (centres undefined)	15	-15	2.0	0.9	12	-2.5	-2	-2.0	0	5
O=C(NCCc1ccc(Cl)cc1)C1CCC(=O)N1Cc1ccc(F)cc1 (centres undefined)	-3	3	1.9	-0.7	11	-1.0	/	1.6	-6	-4
COc1ccc(Nc2nnc(-c3ccccc3)c3ccccc23)cc1C(=O)N1CCCCC1	-48	48	0.7	-1.2	-1	-2.7	-3	-0.2	-4	-2
Cc1cc(C(=O)NC(C)CCc2ccccc2)ccc1[N+](=O)[O-] (centres undefined)	-11	11	0.1	0.8	-3	-1.6	-5	1.2	2	11
S=c1[nH]nc(CN2CCCC2)n1Cc1ccccc1	8	-8	0.7	1.6	-3	-0.4	-3	2.9	0	-1
O=C(NCCc1ccc(F)cc1)NC12CC3CC(CC(C3)C1)C2	4	-4	-1.4	-2.7	58	-0.3	/	1.2	52*	2
OCCn1c(CSc2nc3ccccc3n2CCO)nc2ccccc21	9	-9	-2.3	1.2	3	-0.2	3	1.0	/	3
CCN(CC1CCCO1)C(=O)c1cc(COc2ccc(OC)cc2Cl)on1 (centres undefined)	-15	15	2.9	2.4	6	-1.0	/	1.3	-1	0
Cc1onc(-c2c(F)cccc2Cl)c1C(=O)OCC(=O)NC(N)=O	53	-53	-1.5	-1.1	-1	1.3	4	0.2	1	7

Just MITF act, CAL PDZ FP-2 and AddAB inh, for some of the entries so far:
mol | MITF act | CAL PDZ FP-2 | AddAB inh
O=C(NC1CCCCC1)C(c1ccc(F)cc1)N(Cc1ccco1)C(=O)Cn1nnc2ccccc21 (centres undefined) | 18 | / | 1.6
O=[N+]([O-])c1cccc(/C=C/c2nc(C=Nc3ccc4ccccc4c3)c(O)o2)c1 | -12 | / | 0.4

Continued.
SMILES	SR-BI DiI-HDL act	SR-BI DiI inh	AddAB inh	Ecoli viability	MITF act	CAL PDZ FP-1	CAL PDZ FP-2	phage Ecoli inh	Wnt bcat act	Tat transport
Cc1ccc(-n2nnnc2CS(=O)(=O)c2ccccc2)c(C)c1	5	-5	0.1	3.7	-7	-2.7	-1	2.9	-2	-4
Cc1ccc2c(c1)C(c1ccccc1)N(C(=O)c1ccccc1)CC(=O)N2 (centres undefined)	9	-9	0.4	-0.2	8	-3.3	-17	1.1	4	-7
Cc1ccc(NC(=O)c2ccc(Cn3cc(Br)cn3)o2)cc1	-4	4	1.3	1.2	-2	-1.8	-7	2.8	3	-1
COCCCNC(=O)Cn1c(=O)n(CC(=O)N2CCCCC2)c(=O)c2sccc21	-1	1	3.9	4.0	4	-1.7	0	1.2	-1	-5
Cc1cccc(C)c1OCc1n[nH]c(=S)n1-c1ccccc1	-7	7	4.1	0.0	10	-3.1	4	3.0	-3	-3
CCCCN(CC)CCNC(=O)c1[nH]c(C)c(C(C)=O)c1C	29	-29	-0.2	-0.9	4	-0.7	-4	2.9	3	-6
C=CCc1cccc(C=Nc2cc(Br)ccc2O)c1O	10	-10	0.7	-1.9	-23	-1.3	-2	2.2	/	5
CCOC(=O)c1c(C)[nH]c(C)c1C(=O)CSc1nnnn1-c1ccccc1	-14	14	1.5	1.4	4	-0.4	-5	3.4	3	-1
CCOc1ncccc1C(=O)N1CCN(S(=O)(=O)c2ccc(Br)cc2Cl)CC1	-22	22	-0.6	-0.7	-3	-0.3	-1	1.0	-1	-5
N#Cc1ccccc1NC(=O)COC(=O)c1ccc2c(c1)OCO2	-1	1	0.8	-0.2	13	-0.9	-7	2.3	4	2
COc1ccc(C(=O)NCC(=O)OCC(=O)NC2CCCC2)cc1	37	-37	1.2	-1.1	9	0.3	3	1.3	-4	4
O=[N+]([O-])c1ccc(S(=O)(=O)Nc2nnc(C(F)(F)F)s2)cc1	45	-45	3.0	2.3	/	0.0	0	-0.4	1	1
Cc1cccc(N/N=C(\C#N)S(=O)(=O)C(C)(C)C)c1	-6	6	1.3	-0.9	3	0.7	1	5.0	0	2
COc1ccc(S(=O)(=O)NC(CC(=O)NC2CCCC2)c2ccco2)cc1 (centres undefined)	7	-7	1.3	-1.0	-10	-0.9	/	0.7	/	3
O=C(CN(Cc1ccccc1)S(=O)(=O)c1ccccc1)N/N=C/c1ccc2c(c1)OCO2	-3	3	1.3	-0.3	-7	-2.0	-2	2.5	-2	4
COc1ccc(N2C(S)=C(C#N)C(=O)NC2c2ccco2)cc1 (centres undefined)	7	-7	1.0	-0.2	-6	-2.4	-2	-0.9	9	-5
COC(=O)[C@@H](Cc1c[nH]c2ccccc12)NCc1cccc(B(O)O)c1	/	/	/	/	-6	-0.1	4	1.5	-3	-7
N#Cc1c(N)nc(-c2ccccc2)nc1-c1ccccc1	-18	18	1.9	1.7	-2	-0.7	0	-0.8	-3	0
COc1ccc(-c2nc(SCc3ccccc3)n(S(C)(=O)=O)n2)cc1	2	-2	1.6	-0.4	/	0.9	-6	2.5	/	4
CC(c1ccccc1)N(C)C(=O)CSc1nnc(C2CC2)n1C1CC1 (centres undefined)	10	-10	0.2	1.2	5	-1.0	0	3.1	-2	5
COc1ccc(/C=N/NC(=O)c2cc(-c3cccc(C)c3)nc3ccccc23)cc1O	-66	66	1.6	-0.3	12	0.0	6	2.5	4	4
COc1ccc(OC)c(C2=CC(=O)C[C@H](c3ccc4c(c3)OCO4)C2)c1	-37	37	-1.4	-0.3	-20	-1.8	-2	1.3	-8	5
O=C(CN(C1CCCCC1)S(=O)(=O)c1ccc(Cl)cc1)NCCCO	28	-28	0.8	2.8	/	-0.4	1	0.0	0	-3

An excerpt from above in order of the CAL PDZ FP-1 value, low to high:
structure	CAL PDZ FP-1
Cc1ccc2c(c1)C(c1ccccc1)N(C(=O)c1ccccc1)CC(=O)N2 (centres undefined)	-3.3
Cc1ccc(NC(=O)c2ccc(Cn3cc(Br)cn3)o2)cc1	-1.8
N#Cc1c(N)nc(-c2ccccc2)nc1-c1ccccc1	-0.7
CCOC(=O)c1c(C)[nH]c(C)c1C(=O)CSc1nnnn1-c1ccccc1	-0.4
O=[N+]([O-])c1ccc(S(=O)(=O)Nc2nnc(C(F)(F)F)s2)cc1	0.0
Cc1cccc(N/N=C(\C#N)S(=O)(=O)C(C)(C)C)c1	0.7

Source: PubChem
